TDP1 block: TDP1 (human) enzyme inhibition; recombinant TDP1, AlphaScreen DNA substrate cleavage; Q9NUW8; actives 0.28% (n = 350,000); Potency, µM (doses to about 130 µM), inactives show at the top dose activity change, negative = inhibition, actives largely listed as inhibitors; note: nearly all actives have a fitted effect of over 40% in size
Target sequence (Q9NUW8 whole entry, looked up): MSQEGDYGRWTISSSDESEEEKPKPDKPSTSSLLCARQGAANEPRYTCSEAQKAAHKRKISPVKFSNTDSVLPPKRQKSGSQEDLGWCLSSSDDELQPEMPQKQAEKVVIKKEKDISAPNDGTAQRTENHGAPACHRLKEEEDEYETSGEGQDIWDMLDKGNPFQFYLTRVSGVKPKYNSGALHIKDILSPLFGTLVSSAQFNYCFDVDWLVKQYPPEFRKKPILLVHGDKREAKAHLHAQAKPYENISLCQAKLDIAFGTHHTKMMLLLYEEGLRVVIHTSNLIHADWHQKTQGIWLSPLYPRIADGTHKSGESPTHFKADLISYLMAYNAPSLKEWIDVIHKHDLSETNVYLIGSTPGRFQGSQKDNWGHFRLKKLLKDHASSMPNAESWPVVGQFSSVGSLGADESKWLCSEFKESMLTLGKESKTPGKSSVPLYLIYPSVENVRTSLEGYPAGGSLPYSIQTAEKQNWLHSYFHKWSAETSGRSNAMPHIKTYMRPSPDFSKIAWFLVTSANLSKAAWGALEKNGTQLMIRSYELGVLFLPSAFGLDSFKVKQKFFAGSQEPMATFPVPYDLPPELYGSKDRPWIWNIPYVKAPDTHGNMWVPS
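Here, a 5' biotin and 3' phosphotyrosine-FITC DNA oligonucleotide reports Tdp1 activity: intact substrate bridges AlphaScreen beads, while cleavage leaves a 3' phosphate and drops signal. All incubations at room temperature.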
N370S GC: inhibitors or activators of N370S glucocerebrosidase for Gaucher disease | P04062 | N370S GC spleen homogenate, 4MU-glucoside fluorescence | Potency, µM (series often up to 59.4 µM), without a hit: at the top dose activity change, negative = inhibition, actives largely listed as inhibitors | actives 0.092% (n = 330,000) | AID 2101;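 note: 0% = full enzyme activity and -100% = no enzyme basal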
FEN1 inh: blocks human flap endonuclease 1 | P39748 | Recombinant FEN1 flap cleavage, fluorescence, 15 min | Potency, µM (doses to about 114 µM), inactives show top-dose activity change, negative = inhibition, hits mostly inhibitors | actives 0.35% (n = 390,000) | AID 588795; note: nearly all actives have a fitted effect of over 65% in size
Target sequence (P39748 whole entry, looked up): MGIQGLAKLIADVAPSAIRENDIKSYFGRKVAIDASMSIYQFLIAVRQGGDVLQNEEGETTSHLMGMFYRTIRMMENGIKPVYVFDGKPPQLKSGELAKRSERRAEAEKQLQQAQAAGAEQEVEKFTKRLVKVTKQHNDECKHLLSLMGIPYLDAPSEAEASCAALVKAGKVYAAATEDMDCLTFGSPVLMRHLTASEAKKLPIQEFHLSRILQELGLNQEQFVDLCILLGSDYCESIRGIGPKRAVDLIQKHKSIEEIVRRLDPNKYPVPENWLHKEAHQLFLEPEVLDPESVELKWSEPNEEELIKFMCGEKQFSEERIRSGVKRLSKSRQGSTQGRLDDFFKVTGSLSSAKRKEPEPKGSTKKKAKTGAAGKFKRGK
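Recombinant FEN1 (10 nM) was preincubated with pin-transferred compounds for 15 min at room temperature, then flap DNA substrate (50 nM final) was added. Plates were read at 0 and 15 min, and normalized concentration–response data were fitted to a four-parameter Hill equation.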
The depositor's hits bear a star; ? = inconclusive; nt = no result given; & = joins results of further samples; [ ] = remark or other dose. Calls come from the whole dose curve; as a rule, active = well fitted curve in the direction sought with a large enough effect; inconclusive = small, poorly fitted or top-dose-only effect, or another doubt; inactive = no such curve, though single readings can be large; an effect the other way counts as inactive or inconclusive. Unless noted, % is set by controls: 0 for no effect and ±100 for the full control effect; potency is the fitted concentration of half-maximal effect.

SMILES	TDP1 block	N370S GC	FEN1 inh
CCOc1ccc(NC(=O)Cc2c[nH]c3ccccc23)cc1	3%	nt	13%
Nc1ccc2oc(-c3ccccc3Cl)cc(=O)c2c1O	17%&7%	6%[89.1 µM]	2%
CC(NC(=O)c1ccc(S(=O)(=O)Nc2ccccc2)cc1)c1ccc(S(N)(=O)=O)cc1 (stereo not drawn)	3%	nt	14%
O=C(NCC(c1ccco1)N1CCN(c2ccccc2)CC1)C(=O)NC1CCCCC1 (stereo not drawn)	nt	-3%	4%
CC(C)Nc1nc(NC(C)C)nc(OCCOC(=O)Nc2ccccc2)n1	6%	1%	-17%
CCC(C(=O)Nc1ccc2c(c1)OCCO2)c1ccccc1 (stereo not drawn)	3%	-15%	4%
O=C(CS(=O)(=O)c1c[nH]c2ccccc12)N1CCc2ccccc21	nt	4%	-7%
CN1CCC(N(C)S(=O)(=O)c2ccc(C(C)(C)C)cc2)CC1	nt	-4%	16%
CCc1ccc(NC(=O)c2cc(CN3CCOCC3)on2)cc1	7%	nt	0%
Cc1ccc(CCNC(=O)CN2N=C(c3ccc(C)cc3)CCC2=O)cc1	0%	nt	-1%
COCCC(=O)N1CCC(Oc2ccc(C(=O)NCc3ncc(C)[nH]3)cc2)CC1	2%	-1%	-1%
CCc1nn2c(=O)cc(COC(=O)c3ccco3)nc2s1	3%	nt	13%
O=C(COc1ccc(F)cc1F)NNC(=O)Nc1cccc([N+](=O)[O-])c1	3%[56.1 µM]	-5%	5%
O=C(COC(=O)c1cccnc1)Nc1ccc(F)cc1	0%	7%	7%
Cc1ccccc1Oc1ccc(S(=O)(=O)NCCC(=O)O)cc1	1%	-9%	2%
CC(=O)N1CCN(CC(O)COc2ccc(OCc3ccccc3)cc2)CC1 (stereo not drawn)	4%	-7%	-3%
Cc1ccc(CNC(=O)C2CCCN(c3nn4c(=O)cc(C)nc4s3)C2)cc1 (stereo not drawn)	0%	9%	-4%
CSc1ccccc1C(=O)C1CCCN(S(=O)(=O)c2c(C)noc2C)C1 (stereo not drawn)	6%	8%	-9%
Cn1c(Br)nc2c1c(=O)n(CC(O)COc1ccccc1)c(=O)n2C (stereo not drawn)	0%	5%	-3%
Cc1ccccc1CN1C(=O)c2ccccc2S(=O)c2ccc(C(=O)NCc3ccccc3)cc21 (stereo not drawn)	3%	nt	10%
O=C(Nc1ccc(S(=O)(=O)N(Cc2ccccc2)c2ccccc2)cc1)c1ccc([N+](=O)[O-])cc1	5%	nt	4%
O=C(CSc1nc(O)c(C2CCCCC2)c(=O)[nH]1)Nc1ccc(F)cc1	11%	2%	-2%
CCOC(=O)c1c(C)[nH]c(C)c1S(=O)(=O)N(C)CC(=O)Nc1cccc(C)n1	3%	13%	19%
CC1(C)CC(n2c(NCCO)nc3c(c2=O)C2(CCCC2)Cc2ccccc2-3)CCO1 (stereo not drawn)	6%	10%	-25%
CCOC(=O)C1=C(C)OC(N)=C(C#N)C1c1cncc(-c2ccc(F)cc2)c1 (stereo not drawn)	-3%	7%	0%
SMILES	TDP1 block	N370S GC	FEN1 inh
CC1(C)Cc2cccc(OCC(=O)N3CCN(c4cccc(Cl)c4)CC3)c2O1	5%	-2%	4%
O=C(Nc1cc(S(=O)(=O)N2CCCC2)ccc1OCC(F)(F)F)c1ccc(F)cc1	2%	6%	2%
Cc1ccc(S(=O)(=O)CCC(=O)OCC(=O)NCC(=O)Nc2cccc(C)c2C)cc1	5%	-7%	7%
CC(=O)Nc1ccc(S(=O)(=O)NCCSCc2cccc(Cl)c2)cc1	-1%	-7%	-2%
CCc1ccc(-c2nc(CSCC(=O)N3CCN(c4ncccn4)CC3)c(C)o2)cc1	6%	4%	14%
COc1ccc(OCCn2nnc3sc4c(c3c2=O)CCC(C(C)(C)C)C4)cc1 (stereo not drawn)	7%	nt	-5%
CCc1nnc(NC(=O)CSc2nnc(CNC(=O)c3ccccc3F)n2C)s1	0%	-2%	3%
CC(C)(C)C(=O)Cn1ncc(Br)c(Br)c1=O	5%	3%	19%
Nc1cc2c(cc1[N+](=O)[O-])OCCOCCOCCO2	-3%	3%	0%
O=C(c1ccc2ncsc2c1)N1CCN(c2cccc(C(F)(F)F)c2)CC1	-10%	-6%	11%
Cc1ccc(OC(=O)c2ccc([N+](=O)[O-])cc2Cl)cn1	nt	-4%	-17%
CC1CCN(CCc2nc3cc(NC(=O)COc4ccc(Cl)cc4)ccc3n2C)CC1	5%	-24%	13%
Cn1c(CNS(=O)(=O)c2ccc(Cl)cc2)n[nH]c1=S	0%	5%	-3%
Cn1c(C2CCCN2C(=O)OC(C)(C)C)n[nH]c1=S (stereo not drawn)	0%	8%	7%
O=C(Nc1nc(-c2ccc3c(c2)OCO3)cs1)c1ccncc1	-9%	-15%	-9%
Cc1cnc(C(=O)NC(Cc2ccccc2)c2ccccc2)cn1 (stereo not drawn)	-4%	-4%	-5%
O=C(O)CCC(=O)NNC(=O)CCC(=O)Nc1ccccc1	0%	8%	-3%
O=C(CN(C1CCCCC1)S(=O)(=O)c1ccc(F)cc1)Nc1ccc2c(c1)OCO2	5%	2%	-23%
S=c1[nH]nc(Cn2cnc3ccccc32)n1-c1ccccc1	nt	0%	-4%
O=C(Nc1cccc(C(=O)Nc2ccccc2F)c1)c1ccccc1	nt	-2%	-6%
CCN(CC(=O)Nc1ccc(OC)cc1)CC(=O)Nc1ccc(Br)cc1F	6%	29%	-1%
CC(=O)N1CCc2cc(Br)cc(S(=O)(=O)N3CCC(C(=O)N(C)c4cc(C)ccc4C)CC3)c21	5%	nt	2%
CCOC(=O)c1cc(CC)sc1NC(=O)COc1ccccc1C	-4%[12.3 µM]	nt	2%
Cc1noc(C)c1C(=O)Nc1nc2ccc(S(C)(=O)=O)cc2s1	7%	-4%	7%
Cc1nn(CC(=O)N2CCN(c3ccccn3)CC2)c(=O)c2cc3sccc3n12	0%	-7%	-26%

A different layout for part of the listing above.
mol | TDP1 block | N370S GC | FEN1 inh
O=C(Nc1nc(-c2ccc3c(c2)OCO3)cs1)c1ccncc1 | -9% | -15% | -9%
Cc1cnc(C(=O)NC(Cc2ccccc2)c2ccccc2)cn1 (stereo not drawn) | -4% | -4% | -5%
O=C(O)CCC(=O)NNC(=O)CCC(=O)Nc1ccccc1 | 0% | 8% | -3%
O=C(CN(C1CCCCC1)S(=O)(=O)c1ccc(F)cc1)Nc1ccc2c(c1)OCO2 | 5% | 2% | -23%
S=c1[nH]nc(Cn2cnc3ccccc32)n1-c1ccccc1 | nt | 0% | -4%
O=C(Nc1cccc(C(=O)Nc2ccccc2F)c1)c1ccccc1 | nt | -2% | -6%

Continuation.
SMILES	TDP1 block	N370S GC	FEN1 inh
COc1cc(C(=O)Nc2ccc(OCC(=O)N3CCOCC3)cc2C)cc(OC)c1OC	8%	1%	3%
COc1cccc(Oc2nc(N)ncc2[N+](=O)[O-])c1	-1%	-1%	-9%
C[C@H](CO)N1C[C@H](C)[C@@H](CN(C)S(=O)(=O)c2cccs2)Oc2c(NC(=O)c3ccncc3)cccc2C1=O	0%	nt	3%
Cc1ccc(C(=O)NNC(=O)c2ccccc2O)cc1S(=O)(=O)N1CCCCC1	0%	-11%	3%
COc1ccc(C(=O)Nc2nnc(S(=O)(=O)Cc3ccc(F)cc3)s2)cc1	4%	2%	3%
O=C(Cn1ncc2c([nH]c3ccccc32)c1=O)NCC1CCN(Cc2ccc(F)cc2)CC1	0%&-5%	4%	-8%&-7%
COc1ccccc1C(=O)NC(C)c1nc2ccccc2[nH]1 (stereo not drawn)	0%	4%	-5%
O=C(N/N=C/c1coc2ccccc2c1=O)c1cc(Br)ccc1O	1%	-6%	10%
NC(=O)CSc1nnc(Cn2c(=O)sc3ccccc32)n1CCc1ccccc1	0%	17%	-14%
Cc1ccccc1OCc1nnc(SCC(=O)O)n1Cc1ccccc1	nt	9%	-4%
CCC(C)[C@H](NC(=O)c1cc2cc(Cl)ccc2n1C)C(=O)N1CCC(C(=O)O)CC1 (stereo partly drawn)	nt	-5%	-2%
CCOC(=O)CCC(=O)N1CCNC(=O)C1	-1%	5%	21%
C[n+]1c(/C=C/c2ccc(O)cc2)ccc2ccccc21	nt	-20%	?
COc1ccccc1C(=O)Nc1ccc2nc(SCC(=O)N(C)C)sc2c1	4%	12%	-11%
CCOC(=O)c1ccc(NC(=O)c2cccc(S(=O)(=O)N3c4ccccc4CC3C)c2)s1 (stereo not drawn)	3%	-13%	5%
Oc1ccc(N=Nc2cccc(Cl)c2)cc1C=Nc1ccc(N2CCOCC2)cc1	5%	3%	-7%
COc1ccc(N2CCN(CC(=O)Nc3sccc3C#N)CC2)cc1	5%	5%	-9%
C[C@@H]1O[C@@H](O[C@H]2[C@H](Oc3cc(O)c4c(c3)OC(c3ccc(O)cc3)CC4=O)O[C@H](CO)[C@@H](O)[C@@H]2O)[C@H](O)[C@H](O)[C@H]1O (stereo partly drawn)	nt	1%	-5%
CCn1c(=O)cc(OCC(=O)NCc2ccccc2Cl)c2ccccc21	6%	nt	-15%
N#Cc1ccccc1NC(=O)COC(=O)C1CCN(C(=O)c2ccc(Cl)cc2)CC1	0%	nt	-14%
Cc1c(Cl)c([N+](=O)[O-])nn1CCCC(=O)Nc1c(Cl)cccc1Cl	3%	-1%	-1%
COC(=O)N(C)c1nc2ccccc2s1	4%	7%	6%
C=CCOc1ccc(C2NC(=O)NC(C)=C2C(=O)OC)cc1 (stereo not drawn)	7%	5%	4%
CCCC(C(=O)NC1CCCC1)N(C(=O)c1snc(C(N)=O)c1N)c1ccc(OCC)cc1 (stereo not drawn)	-2%	16%	-12%
O=c1[nH]c(CSc2nnc(-c3ccccc3)n2C2CCCCC2)nc2ccccc12	-1%	1%	5%
SMILES	TDP1 block	N370S GC	FEN1 inh
CCOC(=O)C1CCN(C(=O)c2ccc(S(=O)(=O)Nc3ccccc3Cl)cc2)CC1	2%	-13%	-1%
Cc1n[nH]c(=O)n1-c1ccc(Oc2ccccc2)cc1	3%	2%	-4%
Cn1cnnc1SCC(=O)Nc1ccc2ccccc2c1	1%	nt	8%
Cc1cc(OC(=O)c2cccc(Br)c2)c([N+](=O)[O-])c(=O)[nH]1	nt	-4%	4%
CC(=O)N1CCc2c(sc(NC(=O)CCS(=O)(=O)c3ccccc3)c2C#N)C1	-2%[56.1 µM]	0%	9%
CC(C)Cc1cc(C(=O)N2CCCC(CO)(Cc3ccc(F)cc3F)C2)n[nH]1 (stereo not drawn)	4%	3%	9%
CCc1nnc(NC(=O)c2ccc(-c3cc(C(F)(F)F)ccc3Cl)o2)s1	1%	5%	5%
CC(C)OC(=O)CC1=NC(=O)CS1	3%	-8%	0%
COc1cc(/C=N/NC(=O)C(=O)/C=C2\NC(C)(C)Cc3ccccc32)ccc1O	5%	3%	1%
O=C(O)c1ccccc1NS(=O)(=O)c1cccc(C(F)(F)F)c1	3%	13%	0%
CC(C)(C)c1cc(/C=N/O)cc(C(C)(C)C)c1O	0%	19%	-3%
CCC(=O)Nc1cc(C(=O)O)ccc1Sc1ccc(C)cc1	-11%	-1%	1%
Cc1csc2nc(COC(=O)c3cccc(N(C)C)c3)cc(=O)n12	1%[56.1 µM]	nt	-7%
COc1ccc(OCCNC(=O)c2ccccc2OCC(=O)Nc2ccc(NC(C)=O)cc2)cc1	0%	5%	-2%
O=C1c2ccccc2C(=O)N1c1ccc(S(=O)(=O)N2CCOCC2)cc1	0%	nt	-1%
O=C1C=CC(=O)c2c1ccc1c2ccc2ccccc21	13%[56.1 µM]	-1%[21.6 µM]	nt
CC(C)NC(=O)c1cc2c(=O)n3ccccc3nc2s1	nt	-3%	22%
NC(=O)CC(NC(=O)Cc1ccc(Br)cc1)c1ccc(NCCOc2ccccc2)c([N+](=O)[O-])c1 (stereo not drawn)	1%	-10%	2%
CC(C)CC(=O)Nc1ccc2nc(SCC(=O)N3CCc4ccccc43)sc2c1	4%	nt	-6%
Nc1c(C(=O)NCCc2ccccc2)nnn1CC(=O)Nc1ccc(Cl)cc1	-6%	nt	-14%
CSCC[C@H](NC(=O)CCNC(C)=O)c1nc2ccccc2[nH]1	0%	-25%	1%
CCCC(=O)N1CCN(c2ccc(NC(=O)c3ccco3)cc2)CC1	0%	4%	0%
CCOC(=O)C1=NN(C(=O)COc2ccccc2)C(O)(c2ccc(Br)cc2)C1 (stereo not drawn)	4%	7%	-21%
COc1ccccc1NC(=O)c1ccc(Cl)c(S(=O)(=O)NCc2ccco2)c1	2%	nt	10%
COc1ccc(C2CC(=O)c3sc(N)nc3C2)cc1 (stereo not drawn)	2%	-4%	-2%

Among those listed so far, these have a cyano group:
SMILES	TDP1 block	N370S GC	FEN1 inh
CCOC(=O)C1=C(C)OC(N)=C(C#N)C1c1cncc(-c2ccc(F)cc2)c1 (stereo not drawn)	-3%	7%	0%
COc1ccc(N2CCN(CC(=O)Nc3sccc3C#N)CC2)cc1	5%	5%	-9%
N#Cc1ccccc1NC(=O)COC(=O)C1CCN(C(=O)c2ccc(Cl)cc2)CC1	0%	nt	-14%
CC(=O)N1CCc2c(sc(NC(=O)CCS(=O)(=O)c3ccccc3)c2C#N)C1	-2%[56.1 µM]	0%	9%

High-throughput results from PubChem.
